Source: PubChem
Furin inhibitor = inhibitors of human furin | inhibition, % at 30 µM | purified furin, fluorogenic substrate cleavage | hit rate 0.061% among 220,000 | AID 463115 | P09958; in the data active = inhibition above about 25%; also: inactives centre near -15
Thrombin inh = inhibitors of human thrombin. P00734. alpha-thrombin, Boc-VPR-AMC fluorogenic substrate cleavage. inhibition, % at 5 µM. hit rate 0.26% among 220,000;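 active = inhibition at or above 40%; inactive = inhibition below 40%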;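 also: 0% = enzyme with no compound and 100% = wells without enzyme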
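signal = AMC fluorescence, 355/460 nm | material = human alpha-thrombin enzyme | control set = enzyme without compound as high, wells lacking enzyme as low | times = reaction at room temperature | read-out basis = percent inhibition scaled between no-compound controls and no-enzyme blanks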
PPC-1+TRAIL kill = compounds killing PPC-1 cancer cells with TRAIL present (potentiator screen, no TRAIL-free arm). AID 1443. cell killing (% activity), % at 4 µM. hit rate 0.41% among 220,000. PPC-1 cells + TRAIL, ATPLite viability luminescence;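 active = cell killing above 50% in the first pass at 4 µM, then a duplicate retest at 5 µM averaging 50% or more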;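 also: plate controls were cells with TRAIL plus DMSO for no effect and medium-only wells lacking cells for full effect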
EBV gp42 block = inhibitors of Epstein-Barr virus glycoprotein 42. Q1HVG2. Fluorescence polarization binding assay, mP read-out. inhibition, % (tested at 21.74 µM). hit rate 0.42% among 220,000. AID 1085; in the data active = inhibition above about 50%
zfTRPN1 agonist = zebrafish TRPN1 (NompC) channel agonism; HEK293 zebrafish TRPN1-YFP, Fluo-8 calcium fluorescence; 100% = response to 87 µM carbachol; activation, % at 3 µM; hit rate 0.18% among 220,000; AID 1424;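 active = activation above its plate's cutoff, the mean activation of test wells on that plate plus 3 SD, cut at about 19% in these data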;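 also: 0% = DMSO alone and 100% = 87 µM carbachol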
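Assay system: Zebrafish TRPN1-YFP in HEK293 cells | Incubation: Dye loading 1 h at 37 °C, then 30 min room temperature | Measured by: Kinetic Fluo-8 fluorescence, ex 470-495, em 515-575 nm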
Tb hexokinase = T. brucei hexokinase 1 inhibition | AID 1430 | inhibition, % at 10 µM | recombinant TbHK1, G6PDH-coupled NADH A340 | hit rate 0.11% among 220,000;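 active = inhibition of 50% or more in the single-dose primary screen; inactive = inhibition below 50%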
m-calpain inh = inhibitors of pig calpain II; hit rate 0.37% among 220,000; AID 1236; purified calpain II, fluorogenic peptide substrate, 30 min; inhibition, % at 16 µM;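 active = inhibition above about 50%, limit read from the data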
TRPML3 ag = human mucolipin-3 channel agonism. HEK293 TRPML3-YFP, Fluo-8 calcium fluorescence; 100% = the carbachol control signal. AID 1448. hit rate 0.29% among 220,000. activation, % at 3 µM;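 active = activation above its plate's cutoff, the mean activation of the plate's test wells plus 3 SD, cut at about 12% in these data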;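 also: 0% = DMSO only wells and 100% = carbachol wells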
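Test system: TRPML3-YFP stable HEK293 cells. Doses: single point at 3 µM. Incubation: dye loading 1 h 37 °C then 30 min ambient, 125 s read. Signal: Fluo-8 calcium dye fluorescence, ex 470-495, em 515-575 nm. Measure: percent activation from peak-to-basal fluorescence ratio, scaled between DMSO and carbachol.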
Cl transport mod = modulates chloride dependent transport by human KCC2. AID 1456. B-score of Tl+ flux slope (higher = more flux/activation; lower = inhibition) at 10 µM. hit rate 2.2% among 190,000. Q9H2X9. KCC2 cells, thallium flux FluoZin-2 fluorescence;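 active = thallium flux slope and its plate-corrected score both differing from the plate sample mean at a set confidence after two filtering rounds, in either direction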;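 also: slope of fluorescence scaled to starting intensity during 10 to 20 s after thallium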
Target sequence (Q9H2X9 whole entry, looked up): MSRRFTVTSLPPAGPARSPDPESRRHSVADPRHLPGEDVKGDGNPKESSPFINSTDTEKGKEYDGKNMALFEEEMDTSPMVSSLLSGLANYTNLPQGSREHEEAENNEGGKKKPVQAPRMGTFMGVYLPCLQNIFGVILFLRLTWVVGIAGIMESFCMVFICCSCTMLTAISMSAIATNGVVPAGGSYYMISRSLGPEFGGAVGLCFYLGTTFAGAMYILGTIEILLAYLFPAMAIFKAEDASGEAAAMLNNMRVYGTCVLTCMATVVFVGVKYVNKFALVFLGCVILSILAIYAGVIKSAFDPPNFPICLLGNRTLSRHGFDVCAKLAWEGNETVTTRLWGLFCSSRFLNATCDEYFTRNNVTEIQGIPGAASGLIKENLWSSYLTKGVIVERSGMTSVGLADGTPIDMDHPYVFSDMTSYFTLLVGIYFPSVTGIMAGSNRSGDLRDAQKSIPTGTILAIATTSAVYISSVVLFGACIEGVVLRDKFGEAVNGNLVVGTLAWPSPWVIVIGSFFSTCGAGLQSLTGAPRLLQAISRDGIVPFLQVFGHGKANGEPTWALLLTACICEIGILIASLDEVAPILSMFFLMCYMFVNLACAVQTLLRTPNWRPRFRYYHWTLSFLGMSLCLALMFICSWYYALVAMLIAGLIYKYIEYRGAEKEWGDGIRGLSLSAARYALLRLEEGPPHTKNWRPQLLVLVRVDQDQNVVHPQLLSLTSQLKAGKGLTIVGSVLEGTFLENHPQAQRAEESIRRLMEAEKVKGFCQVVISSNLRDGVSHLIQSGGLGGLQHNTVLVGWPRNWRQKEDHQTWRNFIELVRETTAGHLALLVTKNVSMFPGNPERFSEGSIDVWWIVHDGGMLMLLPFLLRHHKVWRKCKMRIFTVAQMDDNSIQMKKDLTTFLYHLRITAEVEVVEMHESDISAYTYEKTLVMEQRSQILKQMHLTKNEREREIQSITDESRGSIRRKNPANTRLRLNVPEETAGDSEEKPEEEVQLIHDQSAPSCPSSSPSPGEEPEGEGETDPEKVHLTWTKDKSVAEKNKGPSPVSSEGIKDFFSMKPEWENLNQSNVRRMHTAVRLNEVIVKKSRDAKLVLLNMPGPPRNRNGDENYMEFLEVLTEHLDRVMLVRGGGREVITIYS
An asterisk follows results filed as active; . = no result given; [ ] = remark or other dose.

The line under a structure holds: Furin inhibitor	PPC-1+TRAIL kill	zfTRPN1 agonist	Cl transport mod	Tb hexokinase	Thrombin inh	EBV gp42 block	TRPML3 ag	m-calpain inh
NC(=O)C(c1ccccc1)C1CCCC1 (centres undefined)
 : -25[20 µM]	-3	1.3	-0.01	-2	7	4	0.4	-24
COc1ccc(N2C(=O)CC(Sc3nc4c(cc3C#N)CCC4)C2=O)cc1 (centres undefined)
 : -23	4	1.2	.	5	-5	-1	0.8	-22
OCCC1CN(CCCc2ccccc2)CCN1Cc1ccccc1 (centres undefined)
 : -11	-12	0.9	-1.2	-4	-9	1	0.7	-12
COCCN1C(=O)N[C@@H](c2cccs2)C(C(=O)OC)=C1C
 : -5	2	0.2	-0.0098	0	-4	0	0.2	-19
O=C(Nc1nc2ccc(S(=O)(=O)N3CCCC3)cc2s1)C1CCCCC1
 : -30[20 µM]	14	2.3	-0.58	-6	-5	-1	1.9	-25
COc1ccc(N=C2C(=O)N3c4c(cccc42)C(C)=CC3(C)C)cc1
 : -17	9	-1.7	-1	2	-2	-8	-0.8	26
Cc1nn(-c2ccccn2)c2c1C(c1c(F)cccc1Cl)C1=C(N2)c2ccccc2C1=O (centres undefined)
 : -14	18	2.2	-1.7	-14	-5	9	0.9	-52
CCc1c(C)nc2ncnn2c1NCCc1ccccc1
 : -17[20 µM]	12	7.1	-1.1	-4	2	-14	1.5	-7
C[C@@H]1CCC[C@@]2(O[C@H](CCO)C[C@@H](O)[C@@H]2O)O1
 : -22	-16	1.4	0.29	-2	1	-8	0.8	-18
COc1ccc(NC(=S)N2CCC(N(C)CCN3CCOCC3)CC2)cc1Cl
 : -3	21	2.3	0.38	19	-8	-11	0.8	16
Cc1ccc(NC(=O)c2csc(-c3ccccc3)c2C)cc1
 : -31[20 µM]	80*[5 µM]	-1.1	0.48	-6	-1	-1	-0.7	-8
Cc1cc2ncn(-c3ncnc4sc5c(c34)CCC(C)C5)c2cc1C (centres undefined)
 : -1	-2	0.1	-0.6	4	-6	-16	0.3	66*
CC(C)(C)C(=O)NC(=S)Nc1ccccc1C(=O)Nc1ccccc1
 : -14[20 µM]	28	-0.4	.	-9	-6	8	0.3	20
O=C(COC(=O)C1(c2ccccc2F)CCCC1)NCc1ccc2c(c1)OCO2
 : -17	19	-2.1	-0.014	4	-6	1	0.5	23
CC(=O)NNC(=O)CC(=O)Nc1nc(C23CC4CC(CC(C4)C2)C3)cs1
 : -13	13	1.4	-0.59	25	14	3	0.2	18
O=C(CSCc1n[nH]c(=O)[nH]1)NCCOc1cccc(Oc2ccccc2)c1
 : -1[20 µM]	4	0.1	.	3	2	-17	0.0	3
CCOC(=O)C[n+]1c(C)sc2ccc(OC)cc21
 : -16[20 µM]	10[5 µM]	-0.3	-0.57	-1	1	3	-0.4	9
CC(=O)Nc1nc(S(=O)(=O)c2ccc(C)cc2)c(Cl)s1
 : -5[20 µM]	-3	-0.3	.	-6	0	-17	1.1	-35
Cn1nnnc1SCC(=O)N1c2ccccc2CCc2ccccc21
 : -20[20 µM]	11	-1.1	0.08	8	-5	7	0.2	25
Cc1cc(C)n(CC(C)NC(=O)c2cc(COc3c(F)cccc3F)on2)n1 (centres undefined)
 : -16	-1	-0.9	.	-4	-2	-4	-0.1	-9
CCN1CC(CN(C)Cc2nc(-c3ccc(C(F)(F)F)cc3)oc2C)CC1=O (centres undefined)
 : -18	-6	1.2	.	-16	-8	6	1.1	-19
COC(=O)C1=C(C)N(CCc2ccc(OC)c(OC)c2)C(=O)/C1=C\c1ccc(O)cc1
 : -16	16	1.7	-0.84	12	1	-10	0.4	-10
CCOC(=O)N1CCN(C(=O)c2ccc(N3C(=O)c4ccccc4C3=O)cc2)CC1
 : -23	12	0.1	-1	3	-6	-11	0.7	27
Cn1nc([N+](=O)[O-])nc1Oc1ccc2ccccc2c1
 : -17[20 µM]	11	-0.7	.	2	1	-27	0.8	6
COC(=O)C1=C(C)N(C)C(=O)NC1c1ccc([N+](=O)[O-])o1 (centres undefined)
 : -17	11	2.1	0.37	-14	-3	-3	1.1	-9
Cc1cccc(NS(=O)(=O)c2ccc(Oc3ccccc3)cc2)n1
 : -6[20 µM]	3	2.4	-1.1	-2	0	9	0.3	-69
COc1ccc(CNC(=O)CSCc2c(F)cccc2Cl)cc1
 : -14	2	-0.9	-0.16	-1	-6	5	-0.8	-13
CN(Cc1ccccc1)S(=O)(=O)c1cccc2cccnc12
 : -7[20 µM]	-12	-1.4	-2.9	-3	-6	-10	-0.1	6
O=C(O)CSCC(=O)Nc1ccc(S(=O)(=O)N2CCCCC2)cc1
 : -26	14	0.4	0.31	-4	-8	-2	0.3	-32
Cc1ccc(/C=C2/N=C(c3ccccc3)NNC2=O)cc1
 : -20	32	0.7	-0.52	0	1	-14	0.4	9

Profiles, looked up by structure. Values in the order: Furin inhibitor | PPC-1+TRAIL kill | zfTRPN1 agonist | Cl transport mod | Tb hexokinase | Thrombin inh | EBV gp42 block | TRPML3 ag | m-calpain inh
`COC(=O)C1=C(C)N(C)C(=O)NC1c1ccc([N+](=O)[O-])o1` (centres undefined) is listed as -17 | 11 | 2.1 | 0.37 | -14 | -3 | -3 | 1.1 | -9
`Cc1ccc(NC(=O)c2csc(-c3ccccc3)c2C)cc1` is listed as -31[20 µM] | 80*[5 µM] | -1.1 | 0.48 | -6 | -1 | -1 | -0.7 | -8

Next records
The line under a structure holds: Furin inhibitor	PPC-1+TRAIL kill	zfTRPN1 agonist	Cl transport mod	Tb hexokinase	Thrombin inh	EBV gp42 block	TRPML3 ag	m-calpain inh
Cc1cccc(OCC(=O)N=Nc2c(O)[nH]c3ccc([N+](=O)[O-])cc23)c1
 : -3	13	1.2	.	-16	-1	-3	-0.3	19
Oc1ccccc1-n1c(-c2ccccc2)ccc1-c1ccccc1
 : -23	29	0.6	0.79	-6	2	4	1.3	23
CCOc1ccc(-c2cn[nH]c2N)cc1
 : -15[20 µM]	18	-1.0	.	-2	1	-19	0.1	-16
COCCNc1nc(C(C)(C)C)nc2c1nnn2Cc1ccccc1Cl
 : -17[20 µM]	-4	1.3	0.62	1	7	-9	0.1	-24
COC(=O)c1ccc(CSc2ccc3nnc(-c4cccc(F)c4)n3n2)o1
 : -20	12	-0.7	-1.9	-8	-2	-24	-0.7	-23
CCC(Oc1ccccc1)C(=O)Nc1cc(C)on1 (centres undefined)
 : -10	14	-0.4	0.69	8	-3	-5	-1.4	-10
CC(C)N1CCC(N2CCN(Cc3cc(F)ccc3-n3cccn3)CC2CCO)CC1 (centres undefined)
 : -16	-1	0.5	1.6	-2	-6	-12	-0.3	-19
Cn1c(CNc2nc3ccccc3n2CCN2CCCCC2)nc2ccccc21
 : -5	1	-0.7	-0.37	-4	-5	-7	-0.3	17
CN(Cc1ccccc1)S(=O)(=O)c1ccc(OCC(=O)N2CCOCC2)cc1
 : -11[20 µM]	28	-0.2	0.43	-3	0	-7	0.5	-9
Cc1cccc(C(=O)c2ccccc2C(=O)O)c1
 : -14	9	1.5	.	2	-4	-10	0.6	10
CCN(CC(O)Cn1c2ccccc2c2ccccc21)S(=O)(=O)c1ccc(C)cc1 (centres undefined)
 : -11[20 µM]	15	-0.9	.	-2	-5	0	-0.1	47
Cc1ccc(CSc2ncccc2C(=O)O)cc1
 : -14[20 µM]	5	-0.6	.	1	-1	-22	-0.1	-15
Cc1ccc(S(=O)(=O)N2CCN(C(=O)CN3CCOCC3)C2)cc1
 : -26	5	0.2	-1.2	3	6	-22	0.8	-7
O=C(O)C1CCCCC1C(=O)NCCc1c[nH]c2ccccc12 (centres undefined)
 : -7[20 µM]	5	0.0	-0.49	-1	4	-18	0.9	1
Clc1ccc(-c2nnc(C3CC3)o2)cc1
 : -12	1	0.5	-2.2	0	-10	-14	1.0	-18
CC(=O)c1ccc(N2CCN(CCC#N)CC2)c(F)c1
 : -15	24	1.2	.	-18	0	-8	0.7	-14
CCC(=O)N(Cc1ccco1)c1nc(-c2ccc(OC)cc2)cs1
 : -17[20 µM]	16	-0.3	-0.27	0	4	-19	1.1	-8
COc1ccc(C2CC2/C(=N/O)c2ccccc2)cc1 (centres undefined)
 : -12	7	-1.5	0.051	3	-4	-5	0.5	16
O=C(COc1ccccc1)Nc1ccccc1N1CCN(c2ccccc2)CC1
 : -30[20 µM]	14	0.5	-0.25	0	1	-11	0.6	1
Cc1ccc(CNC(=O)C2CCCN(S(=O)(=O)c3c(C)noc3C)C2)cc1 (centres undefined)
 : -13[20 µM]	-18	-0.5	-0.15	30	2	-8	-0.7	12
CN1CCN(C2=C(Cl)C(=O)N(c3ccc(Cl)cc3)C2=O)CC1
 : -7	6	0.0	1.1	-7	-1	-1	0.8	-8
O=c1c2[nH]c3ccc(F)cc3c2nc2n1CCCS2
 : -15	19	-0.8	0.15	-4	-9	-15	0.2	-35
COC(=O)[C@@H]1C[C@H]2CC[C@H](O)C[C@H]2N1Cc1ccc(N2CCN(C)CC2)cc1
 : -31	4	.	-0.63	-9	3	-14	.	-15
CCOC(=O)N1CCC2(CC1)C(C#N)=C(N)Oc1n[nH]c(C)c12
 : -21[20 µM]	19	0.2	1	18	-3	5	0.5	-18
COc1cc(OC)c2ccc(=O)oc2c1C(CCN1CCN(c2ccccc2)CC1)c1ccc2c(c1)OCO2 (centres undefined)
 : -23	-2	.	1.2	-16	-1	-21	.	-26
O=C(NCCc1csc(-c2ccccc2)n1)c1ccc(Br)o1
 : -12	9	-1.4	.	-7	-4	-15	-0.6	-5
COc1ccc(-c2ccc(N(C)C)cc2)cc1[C@H]1[C@@H]2C=CCC[C@@]2(C)C(=O)N1Cc1ccccc1
 : -27	-8	.	0.12	-24	0	-24	.	-30
CCOc1ccc(NC(=O)CN(C)S(=O)(=O)c2cnc[nH]2)cc1
 : -23	12	-0.3	.	-11	-7	-3	0.6	-23
COC(C[C@@H]1O[C@H]1[C@H](O)COCc1ccccc1)OC
 : -27	16	.	0.97	-10	-2	-20	.	10
COCCNC(=O)c1cc2sccc2n1C
 : -23	4	0.7	0.075	-3	-5	-19	0.2	1
CCOC(=O)Cc1cc(=O)n2[nH]cc(-c3ccc(Cl)cc3)c2n1
 : -8	12	-1.1	-0.045	-13	1	6	0.3	-321
Cc1ccc2cc(NC(=O)Cc3ccccc3)ccc2n1
 : -51	16	-0.9	0.66	-2	3	3	-0.3	-19
CC(=O)NNC(=O)c1sc(=S)n(C)c1C
 : -14	13	2.0	-0.68	-68	3	-15	0.9	-2
Cc1cccnc1NC(=S)Nc1ncccc1C
 : -21	36	1.4	0.69	-4	-1	-8	1.3	-23
CCC(=O)Nc1c(C)cc(C)cc1Cl
 : -10	-20	0.9	0.033	27	-2	-9	0.9	-21
CCc1nc2c(c(SC)nn2-c2ccccc2)c(N)c1C(=O)OC
 : -17[20 µM]	-7	2.2	.	-10	3	-27	0.1	-17
CCOc1ccccc1N1CCN(C2=C(NS(=O)(=O)c3cccs3)C(=O)c3ccccc3C2=O)CC1
 : -15[20 µM]	18	-1.4	0.82	-17	0	-15	-0.4	-213
O=C(CN1CCCCCC1)Nc1ccc(Br)cc1
 : -3[20 µM]	-6	-0.2	.	-5	-1	-2	1.2	-15
O=C(O)CCc1ccc(-c2ccc(Br)cc2)o1
 : -4	-21	1.4	.	4	-5	8	0.7	-7
CCCCN(C(=O)/C=C/c1ccco1)c1c(N)n(Cc2ccccc2)c(=O)[nH]c1=O
 : -29	-2	0.9	-0.031	-18	3	-31	0.3	-12
